Screening results (PubChem BioAssay)
NSD2 inh: blocks human NSD2 histone methyltransferase activity | AID 624260 | inhibition, % at 12.5 µM | 0.07% of 44,000 active | NSD2-SET H3K36me1 DELFIA fluorescence, biochemical; in the data active = inhibition above about 54%, passing the limit was not always enough;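 also: inhibitors reduce the monomethyl H3K36 fluorescence signal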
Target sequence (O96028 whole entry, looked up): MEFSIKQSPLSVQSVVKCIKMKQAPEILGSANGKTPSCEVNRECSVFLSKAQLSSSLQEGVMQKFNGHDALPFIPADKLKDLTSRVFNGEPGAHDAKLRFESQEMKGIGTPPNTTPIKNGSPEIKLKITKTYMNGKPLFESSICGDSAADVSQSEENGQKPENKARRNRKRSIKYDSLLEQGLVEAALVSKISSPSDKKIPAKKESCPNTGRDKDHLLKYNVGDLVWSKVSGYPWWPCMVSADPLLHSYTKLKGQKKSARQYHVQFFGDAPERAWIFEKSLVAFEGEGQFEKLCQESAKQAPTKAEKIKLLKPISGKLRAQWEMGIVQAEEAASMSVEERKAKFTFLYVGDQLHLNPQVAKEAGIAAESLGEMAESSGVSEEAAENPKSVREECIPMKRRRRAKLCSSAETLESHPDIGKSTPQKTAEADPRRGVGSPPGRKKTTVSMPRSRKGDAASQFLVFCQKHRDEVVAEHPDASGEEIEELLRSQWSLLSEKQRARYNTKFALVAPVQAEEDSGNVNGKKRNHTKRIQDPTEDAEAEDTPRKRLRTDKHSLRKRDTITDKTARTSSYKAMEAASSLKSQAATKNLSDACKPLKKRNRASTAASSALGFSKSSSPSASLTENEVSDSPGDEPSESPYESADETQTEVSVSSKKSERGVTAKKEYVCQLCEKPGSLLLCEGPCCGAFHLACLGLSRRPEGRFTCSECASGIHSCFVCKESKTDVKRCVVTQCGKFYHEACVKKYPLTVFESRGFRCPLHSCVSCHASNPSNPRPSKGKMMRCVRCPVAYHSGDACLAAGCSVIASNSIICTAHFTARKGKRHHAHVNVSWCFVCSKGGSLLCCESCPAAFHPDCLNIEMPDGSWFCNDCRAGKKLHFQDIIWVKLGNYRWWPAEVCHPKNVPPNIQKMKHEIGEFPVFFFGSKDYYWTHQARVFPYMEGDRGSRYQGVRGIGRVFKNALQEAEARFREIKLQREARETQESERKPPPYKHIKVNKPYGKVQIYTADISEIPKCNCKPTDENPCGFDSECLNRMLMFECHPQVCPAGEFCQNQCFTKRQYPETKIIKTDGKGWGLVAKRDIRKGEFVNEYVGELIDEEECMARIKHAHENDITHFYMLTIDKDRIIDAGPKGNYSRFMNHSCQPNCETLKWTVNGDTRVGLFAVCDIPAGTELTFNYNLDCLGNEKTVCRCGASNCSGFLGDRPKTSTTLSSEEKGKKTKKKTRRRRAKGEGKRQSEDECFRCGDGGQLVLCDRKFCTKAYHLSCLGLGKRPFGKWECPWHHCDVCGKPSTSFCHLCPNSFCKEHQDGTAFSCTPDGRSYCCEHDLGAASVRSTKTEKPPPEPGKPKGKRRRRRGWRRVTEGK
Starred values were filed as active, the others as inactive. Not all compounds are listed, so the mix of outcomes need not match the whole.

SMILES | NSD2 inh
C[C@H]1CN([C@@H](C)CO)C(=O)c2cccc(NC(=O)NC3CCCCC3)c2O[C@H]1CN(C)Cc1ccc(C(=O)O)cc1 | 2
C[C@H]1CN([C@@H](C)CO)C(=O)Cc2cc(NC(=O)C3CCCCC3)ccc2O[C@@H]1CN(C)C(=O)Nc1ccccc1 | -1
COc1ccc(S(=O)(=O)Nc2ccc3c(c2)C(=O)N([C@@H](C)CO)C[C@H](C)[C@H](CN(C)S(=O)(=O)c2cccs2)OCCCC[C@H](C)O3)cc1 | 0
C[C@@H]1CN([C@H](C)CO)C(=O)c2cc(NC(=O)c3ccccc3)ccc2O[C@@H](C)CCCCO[C@@H]1CN(C)Cc1ccncc1 | -3
C[C@@H]1CN([C@H](C)CO)C(=O)c2cc(C#Cc3ccc(F)cc3)cnc2O[C@H]1CN(C)Cc1ccccn1 | 3
O=C(C[C@H]1C[C@H]2c3cc(NC(=O)CC4CC4)ccc3O[C@H]2[C@@H](CO)O1)NCc1ccccc1F | 17
C[C@H](CO)N1C[C@H](C)[C@H](CN(C)C(=O)Nc2ccc3c(c2)OCCO3)OCc2cnnn2CCCC1=O | 0
C[C@H](CO)N1C[C@H](C)[C@H](CN(C)CC2CCCC2)Oc2ncc(C#Cc3ccccn3)cc2C1=O | -1
C[C@H](CO)N1C[C@H](C)[C@@H](CN(C)Cc2ccccn2)Oc2cc(-c3cccnc3)ccc2S1(=O)=O | -3
COc1ccc(S(=O)(=O)N(C)C[C@H]2Oc3cc(C4=CCCC4)ccc3S(=O)(=O)N([C@H](C)CO)C[C@H]2C)cc1 | 5
C[C@H](CO)N1C[C@H](C)[C@H](CN(C)C(=O)Nc2ccc(C(F)(F)F)cc2)Oc2ccc(NS(C)(=O)=O)cc2C1=O | -1
C[C@H](CO)N1C[C@H](C)[C@H](CN(C)S(=O)(=O)c2ccc(Cl)cc2)OCCCC[C@H](C)Oc2ccc(NC(=O)C3CCCCC3)cc2C1=O | 0
Cc1noc(C)c1NC(=O)N(C)C[C@@H]1OCCCC[C@@H](C)Oc2ccc(NC(=O)Nc3cccc4ccccc34)cc2C(=O)N([C@@H](C)CO)C[C@@H]1C | -5
CC(C)NC(=O)N(C)C[C@@H]1Oc2cc(C#CCN(C)C)ccc2S(=O)(=O)N([C@@H](C)CO)C[C@H]1C | 16
C[C@H](CO)N1C[C@H](C)[C@H](CN(C)Cc2ccccc2)OCc2cn(nn2)CCCC1=O | -2
CC(C)NC(=O)N(C)C[C@@H]1OCCCC[C@H](C)Oc2ccc(NS(=O)(=O)c3ccccc3)cc2C(=O)N([C@H](C)CO)C[C@@H]1C | -2
C[C@@H]1CN([C@@H](C)CO)C(=O)c2cccc(NS(=O)(=O)c3cccs3)c2O[C@@H]1CN(C)S(=O)(=O)c1ccc(F)cc1 | 1
C[C@H]1CCCCO[C@H](CN(C)Cc2ccccc2)[C@@H](C)CN([C@@H](C)CO)C(=O)c2cc(NC(=O)c3ccccc3)ccc2O1 | -2
C[C@@H]1CN([C@@H](C)CO)C(=O)c2cc(NC(=O)Nc3cccc4ccccc34)ccc2O[C@H]1CN(C)C(=O)Nc1cccc2ccccc12 | 0
COCC(=O)N(C)C[C@H]1Oc2ncc(-c3cccc(OC)c3)cc2C(=O)N([C@H](C)CO)C[C@@H]1C | 2
COc1ccc(CN(C)C[C@H]2Oc3ccc(NC(=O)Nc4cccc5ccccc45)cc3CC(=O)N([C@@H](C)CO)C[C@H]2C)cc1 | -83
Cc1noc(C)c1S(=O)(=O)Nc1cccc2c1O[C@@H](CN(C)CC1CC1)[C@@H](C)CN([C@@H](C)CO)C2=O | 2
Cc1ccc(S(=O)(=O)Nc2ccc3c(c2)C(=O)N([C@H](C)CO)C[C@H](C)[C@H](CN(C)C)O3)cc1 | 2
C[C@@H]1CCCCO[C@H](CN(C)C(=O)Nc2ccccc2)[C@@H](C)CN([C@H](C)CO)C(=O)c2cc(NS(=O)(=O)c3cccs3)ccc2O1 | -3
C[C@@H]1CCCCO[C@@H](CN(C)S(=O)(=O)c2cccs2)[C@H](C)CN([C@H](C)CO)C(=O)c2cc(NC(=O)CCC(F)(F)F)ccc2O1 | -3
C[C@@H]1CN([C@@H](C)CO)C(=O)c2cccc(NC(=O)Nc3ccc4c(c3)OCO4)c2O[C@H]1CN(C)S(=O)(=O)c1ccc(Cl)cc1 | 0
C[C@H](CO)N1C[C@H](C)[C@@H](CN(C)C(=O)Nc2ccc(F)cc2)Oc2c(NC(=O)Nc3ccc(F)cc3)cccc2C1=O | 0
CNC[C@@H]1Oc2cc(-c3ccc(C(=O)N(C)C)cc3)ccc2S(=O)(=O)N([C@H](C)CO)C[C@H]1C | 6
C[C@@H]1CN([C@H](C)CO)C(=O)c2cc(-c3cccc(F)c3)cnc2O[C@@H]1CN(C)Cc1ccncc1 | 4
COc1ccc(NC(=O)N[C@H]2CC[C@@H](CC(=O)NCc3ccccn3)O[C@@H]2CO)cc1 | -1
C[C@@H]1CN([C@H](C)CO)C(=O)Cc2cc(NC(=O)Nc3ccc(F)cc3)ccc2O[C@H]1CN(C)C(=O)Nc1ccc(F)cc1 | 2
Cc1ccc(S(=O)(=O)N(C)C[C@@H]2Oc3cc(C#Cc4ccncc4)ccc3S(=O)(=O)N([C@@H](C)CO)C[C@@H]2C)cc1 | 7
COc1ccc(/C=N/NC(=O)c2ccccc2O)cc1OC | -7
[N-]=[N+]=NCc1ccccc1C[C@]1(C(=O)N2CCOCC2)N=C(c2ccc(OCCCO)cc2)O[C@H]1c1ccccc1 | -4
C[C@H]1CN([C@@H](C)CO)C(=O)c2cccc(NS(=O)(=O)c3cccs3)c2O[C@@H]1CN(C)S(=O)(=O)c1cn(C)cn1 | -2
C[C@H](CO)N1C[C@H](C)[C@@H](CN(C)C(=O)Nc2ccccc2)Oc2c(NC(=O)C3CCOCC3)cccc2C1=O | -1
Cc1noc(C)c1S(=O)(=O)N(C)C[C@H]1Oc2ccc(NC(=O)CCCCCC(=O)Nc3ccccc3N)cc2CC(=O)N([C@@H](C)CO)C[C@@H]1C | -5
C[C@@H]1CN([C@H](C)CO)C(=O)c2cc(C#CC3(O)CCCC3)cnc2O[C@@H]1CN(C)C(=O)Cc1cccnc1 | -8
CC(C)[C@@H](C)NC(=O)N(C)C[C@H]1OCc2ccccc2-c2c(n(C)c3ccccc23)C(=O)N([C@@H](C)CO)C[C@H]1C | -3
C[C@H]1CN([C@@H](C)CO)C(=O)c2cc(NC(=O)NC3CCCCC3)ccc2O[C@@H]1CN(C)Cc1ccccc1 | -13
C[C@@H]1CN([C@H](C)CO)C(=O)Cc2cc(NC(=O)Nc3cccc4ccccc34)ccc2O[C@H]1CN(C)S(=O)(=O)c1ccccc1 | -2
O=C(NC1CC1)C1=C[C@H](C2CCCCC2)C[C@H](OCc2ccc(CO)cc2)O1 | 5
C[C@@H]1CN([C@H](C)CO)C(=O)c2cccc(NC(=O)c3nc4ccccc4s3)c2O[C@H]1CN(C)S(=O)(=O)c1cn(C)cn1 | 0
C[C@@H]1CN([C@H](C)CO)C(=O)c2cccc(NC(=O)C3CCCCC3)c2O[C@H]1CN(C)S(=O)(=O)c1cccs1 | 2
Cc1noc(C)c1NC(=O)N(C)C[C@@H]1Oc2ccc(NC(=O)C3CC3)cc2C(=O)N([C@H](C)CO)C[C@@H]1C | 1
C[C@H]1CN([C@@H](C)CO)C(=O)c2cccc(NC(=O)NC3CCCCC3)c2O[C@@H]1CN(C)Cc1ccc(Cl)c(Cl)c1 | -2
CC(C)CC#Cc1ccc2c(c1)O[C@@H](CN(C)S(C)(=O)=O)[C@@H](C)CN([C@H](C)CO)S2(=O)=O | -1
C[C@@H]1CN([C@@H](C)CO)C(=O)Cc2cc(NS(=O)(=O)c3ccc(Cl)cc3)ccc2O[C@H]1CN(C)C(=O)Nc1ccc2c(c1)OCO2 | -3
CCCN(C)C[C@@H]1Oc2ncc(C#Cc3ccccc3OC)cc2C(=O)N([C@H](C)CO)C[C@@H]1C | 5
C[C@H]1CN([C@@H](C)CO)S(=O)(=O)c2ccc(Br)cc2O[C@H]1CN(C)Cc1ccncc1 | 0
O=c1oc2ccccc2c2c1ncn2CCN1CCCC1 | -3
C[C@H](CO)N1C[C@H](C)[C@@H](CN(C)C(=O)NC2CCCC2)Oc2ncc(-c3cccnc3)cc2C1=O | 5
COc1ccc(-c2cnc3c(c2)C(=O)N([C@H](C)CO)C[C@@H](C)[C@@H](CN(C)C)O3)cc1 | -7
C[C@@H]1CN([C@@H](C)CO)C(=O)Cc2cc(NC(=O)CCCCCC(=O)Nc3ccccc3N)ccc2O[C@H]1CN(C)Cc1ccc(C(F)(F)F)cc1 | -2
C[C@H](CO)N1C[C@H](C)[C@@H](CN(C)C(=O)Nc2ccc(F)cc2)Oc2c(NC(=O)c3ccc(-c4nccs4)cc3)cccc2C1=O | 2
COc1ccc(CN(C)C[C@@H]2OCCCC[C@H](C)Oc3ccc(NC(=O)Nc4ccc(F)cc4)cc3C(=O)N([C@@H](C)CO)C[C@H]2C)cc1 | 10
CCCC#Cc1cnc2c(c1)C(=O)N([C@H](C)CO)C[C@@H](C)[C@H](CN(C)C(=O)Nc1cccc(F)c1)O2 | 4
CC(C)C#Cc1cnc2c(c1)C(=O)N([C@H](C)CO)C[C@H](C)[C@H](CN(C)C(=O)c1ccccn1)O2 | -2
C[C@@H]1CN([C@H](C)CO)C(=O)c2cc(NC(=O)Nc3ccc(C(F)(F)F)cc3)ccc2O[C@@H](C)CCCCO[C@@H]1CN(C)C(=O)Cc1ccccc1 | -10
C[C@@H]1CN([C@H](C)CO)C(=O)c2cc(N(C)C)ccc2O[C@@H](C)CCCCO[C@@H]1CN(C)CC1CCCCC1 | -2

Taken from the results shown for reference:
SMILES | NSD2 inh
C[C@@H]1CN([C@H](C)CO)C(=O)Cc2cc(NC(=O)Nc3cccc4ccccc34)ccc2O[C@H]1CN(C)S(=O)(=O)c1ccccc1 | -2
O=C(NC1CC1)C1=C[C@H](C2CCCCC2)C[C@H](OCc2ccc(CO)cc2)O1 | 5
C[C@@H]1CN([C@H](C)CO)C(=O)c2cccc(NC(=O)c3nc4ccccc4s3)c2O[C@H]1CN(C)S(=O)(=O)c1cn(C)cn1 | 0
C[C@@H]1CN([C@H](C)CO)C(=O)c2cccc(NC(=O)C3CCCCC3)c2O[C@H]1CN(C)S(=O)(=O)c1cccs1 | 2
Cc1noc(C)c1NC(=O)N(C)C[C@@H]1Oc2ccc(NC(=O)C3CC3)cc2C(=O)N([C@H](C)CO)C[C@@H]1C | 1

(more compounds)
SMILES | NSD2 inh
COc1ccccc1C#Cc1cnc2c(c1)C(=O)N([C@H](C)CO)C[C@@H](C)[C@H](CN(C)C(=O)CN(C)C)O2 | 4
CO[C@@H](CN(C)C(=O)c1ccc2c(c1)OCO2)[C@H](C)CN([C@@H](C)CO)S(=O)(=O)c1ccc(C)cc1 | -5
C[C@@H]1CN([C@@H](C)CO)C(=O)c2cc(NC(=O)Nc3ccc(C(F)(F)F)cc3)ccc2O[C@@H]1CN(C)Cc1ccccc1 | -6
COc1cccc(C#Cc2cnc3c(c2)C(=O)N([C@H](C)CO)C[C@H](C)[C@@H](CN(C)C(C)=O)O3)c1 | -1
CC(C)C#Cc1ccc2c(c1)O[C@@H](CN(C)C(=O)NC(C)C)[C@H](C)CN([C@H](C)CO)S2(=O)=O | 2
C[C@H](CO)N1C[C@H](C)[C@@H](CN(C)C(=O)c2ccccc2)Oc2ncc(C3=CCCC3)cc2C1=O | 0
C[C@@H]1CCCCO[C@H](CN(C)C(=O)CCC(F)(F)F)[C@H](C)CN([C@H](C)CO)C(=O)c2cc(NC(=O)C3CCCCC3)ccc2O1 | 8
C[C@@H]1CN([C@H](C)CO)C(=O)c2cccc(NC(=O)c3ccc(-c4nccs4)cc3)c2O[C@@H]1CN(C)C | 9
CC(=O)N(C)C[C@@H]1OCc2ccccc2-c2c(n(C)c3ccccc23)C(=O)N([C@H](C)CO)C[C@@H]1C | 5
Cc1noc(C)c1S(=O)(=O)Nc1ccc2c(c1)C(=O)N([C@H](C)CO)C[C@@H](C)[C@@H](CN(C)Cc1ccc(C(=O)O)cc1)O2 | 3
Cc1ccc(-c2ccc3c(c2)O[C@@H](CN(C)CC2CC2)[C@@H](C)CN([C@H](C)CO)S3(=O)=O)cc1 | 7
C/C=C(C)\C=N\NC(=O)CCCCC(=O)NO | -1
CNC[C@@H]1Oc2ccc(NS(=O)(=O)c3ccccc3)cc2CC(=O)N([C@H](C)CO)C[C@H]1C | 4
C[C@@H]1CN([C@@H](C)CO)C(=O)Cc2cc(NS(=O)(=O)c3cn(C)cn3)ccc2O[C@@H]1CN(C)C(=O)Nc1ccc(F)cc1 | 4
C[C@@H]1CCCCO[C@@H](CN(C)Cc2ccc(C(=O)O)cc2)[C@@H](C)CN([C@H](C)CO)C(=O)c2cc(NS(=O)(=O)c3ccc(Cl)cc3)ccc2O1 | -1
C[C@H]1CN([C@@H](C)CO)C(=O)Cc2cc(NC(=O)CCCCCC(=O)Nc3ccccc3N)ccc2O[C@H]1CN(C)S(=O)(=O)c1ccc(F)cc1 | -1
C[C@H]1CN([C@@H](C)CO)C(=O)Cc2cc(NC(=O)Nc3ccc(F)cc3)ccc2O[C@H]1CN(C)Cc1ccccc1 | -9
C[C@@H]1CN([C@@H](C)CO)S(=O)(=O)c2ccc(C#Cc3cccnc3)cc2O[C@@H]1CN(C)CC1CCOCC1 | 21
C[C@H](CO)N1C[C@H](C)[C@@H](CN(C)C(=O)Nc2ccc(F)cc2)Oc2ccc(N(C)C)cc2C1=O | 0
COCC#Cc1cnc2c(c1)C(=O)N([C@@H](C)CO)C[C@@H](C)[C@H](CN(C)C(=O)c1cnccn1)O2 | 1

A different layout for part of the listing above:
NSD2 inh,compound
-6,C[C@@H]1CN([C@@H](C)CO)C(=O)c2cc(NC(=O)Nc3ccc(C(F)(F)F)cc3)ccc2O[C@@H]1CN(C)Cc1ccccc1
-1,COc1cccc(C#Cc2cnc3c(c2)C(=O)N([C@H](C)CO)C[C@H](C)[C@@H](CN(C)C(C)=O)O3)c1
